TDP1 cell noCPT: qHTS for Inhibitors of human tyrosyl-DNA phosphodiesterase 1 (TDP1): qHTS in cells in absence of CPT; actives 15% (n = 420,000); Potency, µM (series often up to 46.2 µM), inactives show at the top dose activity change, negative = growth inhibition, actives largely listed as inhibitors; DT40 Tdp1-/- hTDP1 cells, no CPT, ATP luminescence, 48 h; note: nearly all actives have a fitted effect of over 55% in size
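Cells were dispensed at 400 per well, compounds added by pin tool, plates incubated ≥48 hr at 37 °C, then CellTiter-Glo added for 30 min at room temperature before luminescence reading. Line: DT40 Tdp1-/- complemented with hTDP1; camptothecin omitted.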
TDP1 inh: qHTS Assay for Inhibitors of Tyrosyl-DNA Phosphodiesterase (TDP1) | recombinant TDP1, AlphaScreen DNA substrate cleavage | Tyrosyl-DNA phosphodiesterase 1 (Homo sapiens), Q9NUW8 | Potency, µM (doses to about 130 µM), without a hit: at the highest dose activity change, negative = inhibition, most hits filed as inhibitors | actives 0.28% (n = 350,000) | AID 485290, 2010; note: nearly all actives have a fitted effect of over 40% in size
Target sequence (Q9NUW8 whole entry, looked up): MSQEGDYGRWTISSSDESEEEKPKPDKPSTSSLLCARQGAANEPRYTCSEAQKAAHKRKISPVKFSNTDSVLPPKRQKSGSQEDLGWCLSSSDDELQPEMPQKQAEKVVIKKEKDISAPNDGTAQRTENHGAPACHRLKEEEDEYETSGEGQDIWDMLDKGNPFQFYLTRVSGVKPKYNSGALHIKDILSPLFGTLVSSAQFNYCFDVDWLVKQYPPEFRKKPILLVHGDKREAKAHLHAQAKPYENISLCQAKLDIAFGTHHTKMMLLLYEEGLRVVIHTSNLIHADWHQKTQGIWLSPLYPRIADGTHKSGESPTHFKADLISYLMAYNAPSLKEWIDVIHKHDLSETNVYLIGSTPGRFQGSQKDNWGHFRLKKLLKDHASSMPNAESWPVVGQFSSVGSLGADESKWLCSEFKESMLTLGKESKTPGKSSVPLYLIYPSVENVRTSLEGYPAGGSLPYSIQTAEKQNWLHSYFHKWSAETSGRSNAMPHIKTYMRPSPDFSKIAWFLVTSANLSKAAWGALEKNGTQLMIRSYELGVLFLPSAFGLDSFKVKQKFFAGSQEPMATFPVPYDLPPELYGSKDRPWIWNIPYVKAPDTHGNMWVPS
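Steps: enzyme plus compound, 15 min RT; add biotin/phosphotyrosine-FITC oligonucleotide (15 nM final), react 5 min; add donor/acceptor beads (10 ug/ml final), 10 min; read AlphaScreen. Tdp1 at 1 nM final.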
DT40 TDP1 CPT: qHTS for Inhibitors of human tyrosyl-DNA phosphodiesterase 1 (TDP1): qHTS in cells in presence of CPT | chicken DT40 Tdp1-/-;hTDP1 cells + 20 nM CPT, ATP luminescence, 48 h | Potency, µM (top dose mostly 46.2 µM), for the others: at the top dose activity change, negative = growth inhibition, most hits filed as inhibitors | actives 12% (n = 420,000) | AID 686979, 2013; note: nearly all actives have a fitted effect of over 55% in size
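Chicken DT40 Tdp1-/- cells complemented with human TDP1, 400 cells/well, exposed to compounds plus 20 nM camptothecin for at least 48 h at 37 C; viability read as ATP content by CellTiter-Glo luminescence.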
* hit, by the source's call; ? = inconclusive; / = no result given; & = joins results of further samples; [ ] = another dose, or the depositor's remark. Calls come from the whole dose curve; as a rule, active = well fitted curve in the direction sought with a large enough effect; inconclusive = small, poorly fitted or top-dose-only effect, or another doubt; inactive = no such curve, though single readings can be large; an effect the other way counts as inactive or inconclusive. % is set by controls: 0 for no effect and ±100 for the full control effect; potency is the fitted concentration of half-maximal effect.

Results follow in this order: TDP1 cell noCPT	TDP1 inh	DT40 TDP1 CPT
- COc1ccc(OC)c(CNC(=O)c2cc(S(=O)(=O)N3CCC(C)CC3)cn2C)c1
    ?	4%	?
- COc1c(S(=O)(=O)NCCN2CCOCC2)ccc(Cl)c1Cl
    -9%	1%	-6%
- CC(=O)c1cn(CC(=O)Nc2c(C)cccc2C)c2ccccc12
    8.2µM*	0%	10µM*
- Cc1ccc(CNC(=O)c2ccc(CN3CC(=O)N4CCCCC4C3=O)cc2)cc1 (centres undefined)
    -16%	1%	-3%
- C/C=C/C(=O)OCC(=O)NC(=O)NC(C)C
    -13%	3%	0%
- Cc1cccc2nc(Cn3c(=O)n(CCC(=O)NCc4ccco4)c(=O)c4sccc43)cc(=O)n12
    -23%	9%	-19%
- CCOC(=O)[C@H]1[C@H]2COc3ccc(Cl)cc3[C@@H]2N2C(=O)c3cc(F)c(F)cc3NC(=O)[C@@]12C
    23µM*	-1%	?
- CCCC(=O)NCC1(N(C)C)CCCCC1
    ?	4%	-1%
- c1ccc(CC(Cc2ccccc2)c2ccccn2)cc1
    -15%	/	?
- CCC(C)[C@H](NC(=O)NCc1cccc(OC)c1)C(=O)O (some centres undefined)
    2%	-2%	-11%
- O=C(O)CCC(=O)N1CCOc2ccc(Cl)cc21
    ?	-2%	-13%
- C[C@](N)(C(=O)O)c1ccc(-c2nn[nH]n2)cc1
    1%	6%[56.1 µM]	11%
- O=C(NCCc1ccccn1)c1cc(-c2ccc(Cl)cc2)nc2ccccc12
    18µM*	2%	13µM*
- CCN(CC)CC(=O)Nc1cccc(S(=O)(=O)N2CCCC2)c1
    ?	1%	-26%
- CCOc1ccc(S(=O)(=O)N2Cc3ccccc3CC2C(=O)O)cc1 (centres undefined)
    23%	-1%	-5%

Next part:
Results follow in this order: TDP1 cell noCPT	TDP1 inh	DT40 TDP1 CPT
- CC(Sc1nc(N)cc(N)n1)C(=O)Nc1ccc(N2CCOCC2)cc1 (centres undefined)
    9%	1%	16%
- CC(/C=N/NC(=O)C(O)c1ccccc1)=C\c1ccccc1 (centres undefined)
    -16%	6%	?
- COc1ccc(S(=O)(=O)N2Cc3ccccc3CC2C(=O)O)cc1 (centres undefined)
    2%	28µM*	-4%
- O=C(CCC(=O)N1CCN(c2ccccc2F)CC1)c1ccc(Cl)s1
    ?	-2%	-30%
- Cc1ccccc1-n1nc2c(c1NC(=O)/C=C\c1ccc3c(c1)OCO3)CSC2
    -20%	0%	?
- COc1ccc(CC(=O)N2CCN(c3ccc(F)cc3)CC2)cc1
    ?	3%	-29%
- Cc1ccc(S(=O)(=O)n2nc(-c3ccco3)nc2N)cc1
    7%	6%	13%
- CCc1cccc(C)c1NC(=S)NCC(c1cccnc1)N1CCOCC1 (centres undefined)
    -18%	2%	-3%
- Cc1ccc(-c2nnc(SCC(=O)N/N=C/c3ccccc3C(=O)O)n2C2CCCCC2)cc1
    9%	4%	11%
- CCOC(=O)C1=NN(c2ccc(C)cc2)CC1C(=O)OC (centres undefined)
    6%	5%	0%
- Cc1ccc(SCCCn2cnc3ccccc3c2=O)cc1
    ?	-2%	?
- Clc1ccc(N2CCN(/N=C/c3cccnc3)CC2)cc1
    -10%	/	-16%
- CN(C)c1ccc(CNC(=O)C2COc3ccccc3C2)cc1 (centres undefined)
    -16%	8%	-30%
- CCOCCn1c(=O)c2c(nc3n2CCN3c2ccc(C)cc2)n(C)c1=O
    -12%	/	-18%
- CCSCCCn1[nH]c2ccccc2c1=O
    ?	/	?

Later entries:
Results follow in this order: TDP1 cell noCPT	TDP1 inh	DT40 TDP1 CPT
- C[C@@H]1CN([C@@H](C)CO)C(=O)c2cc(Br)cnc2O[C@H]1CN(C)C(=O)Nc1ccc(F)cc1
    -6%	/	-1%
- CN(C)c1cc(NC(=O)CNC(C)(C)CC(C)(C)C)c2ccccc2n1
    16µM*	-15%	?
- CN(C)Cc1cn(CC[C@@H]2CC[C@@H](NC(=O)Nc3ccccc3F)[C@@H](CO)O2)nn1
    2%	/	-11%
- COc1ccc(Nc2oc(COc3ccccc3F)nc2C#N)cc1
    13µM*	5%	?
- C[C@@H](O)CNC(=O)c1[nH]cnc1C(=O)Nc1cccc(Cl)c1
    ?	/	-4%
- Cc1cccc(OCc2nnc(SCC(=O)N3CCN(c4ccccc4)CC3)o2)c1C
    18µM*	-1%[56.1 µM]	?
- CC(C)c1cc(C(F)(F)F)nc(NNc2nc(C(C)C)cc(C(F)(F)F)n2)n1
    ?	/	-24%
- CC(C)(C)c1ccc(S(=O)(=O)N2CCCCC2)cc1
    ?	-10%	?
- COc1cccc(CN2C(=O)C(C)Oc3ccccc32)c1 (centres undefined)
    -4%	/	-8%
- CCOC(=O)c1c(C)nc2sc(C(=O)Nc3ccccc3)c(N)c2c1-c1ccc(OC)cc1
    15µM*	-7%	?
- CCOc1ccc(Nc2ncnc3c2nc2n3CCCCC2)cc1
    21µM*	10%	?
- CN(CC(=O)NCc1ccco1)CC(=O)Nc1c(Cl)cccc1Cl
    2%	1%	-5%
- COc1ccc(-c2cc(C(F)(F)F)c(C#N)c(SCC(=O)Nc3ccc(C)cc3)n2)cc1
    ?	6%	?
- Cc1ccccc1NC(=O)c1ccccn1
    0%	8%	?
- CC(=O)c1ccc(N2CCN(C(=O)c3cccs3)C(C)C2)c(F)c1 (centres undefined)
    21µM*	8%	?

The list goes on.
Structure	TDP1 cell noCPT	TDP1 inh	DT40 TDP1 CPT
COc1ccc(NC(=O)CCCNC(=O)Cn2cnc3sc(C)c(C)c3c2=O)c(OC)c1	2%	-1%	10%
Cc1ccc(NC(=O)C2CCN(c3nnc(-n4cccc4)s3)CC2)cc1Cl	-15%	-6%	-13%
CCOc1ncccc1C(=O)Nc1ccc(S(=O)(=O)N2CC(C)CC(C)C2)cc1 (centres undefined)	?	0%	-25%
COc1ccc(C2NC(=O)NC(C)=C2[N+](=O)[O-])cc1OC (centres undefined)	0%	6%	-2%
COc1ccc(NC(=O)C(Cc2ccccc2)n2cccc2)cc1OC (centres undefined)	21µM*	10%&5%	8.2µM*
NNC(=O)c1cccn(Cc2cccc(C(F)(F)F)c2)c1=O	?	/	15µM*
Cc1nn(-c2nc3ccccc3[nH]2)c(N)c1-c1ccccc1	16µM*	9%	?
CCN(CCO)Cc1csc2ccc(Br)cc12	?	1%	-25%
CCN(Cc1ccncc1)Cc1ccc2c(c1)CN(C(=O)c1ccc(C#CC(C)(C)O)o1)CCO2	?	/	4%[9.04 µM]
CCn1c(CCCNC(=O)c2ccc(F)cc2)nc2ccccc21	?	8%	?
CCOc1ccc(Cc2c(O)nc(SC)[nH]c2=O)cc1	-16%	/	-11%
COc1c(N2CCN(C(=S)Nc3ccc(F)cc3)C(C)C2)c(F)cc2c(=O)c(C(=O)O)cn(C3CC3)c12 (centres undefined)	-23%	0%	-3%
Cc1[nH]c2ccccc2c1C(=O)CSc1cccc[n+]1[O-]	?	3%	0%
CCN(c1ccccc1)C1(O)C(=O)c2ccccc2C1=O	-3%	8%	5%
Nc1nnnn1CC(=O)N/N=C/C=C/c1ccccc1	27%	/	11%
O=C(Nc1ccc(F)cc1)c1ccc(Br)c(S(=O)(=O)N2CCOCC2)c1	?	6%[0.0935 µM]	?
O=S(=O)(c1ccc(Br)cc1)N1CCCc2ccccc21	?	-13%	-14%
CCCOc1ccc(S(=O)(=O)N2CCN(C)CC2)c2ccccc12	?	11%	-15%
O=C1CC(=O)N2CCSC2=N1	-5%	/	-20%
O=C(CSc1nnc(SCc2cccc3ccccc23)s1)N/N=C/c1c[nH]c2ccccc12	16µM*	3%	?

Six entries drawn at random from the list so far, as already listed:
Structure	TDP1 cell noCPT	TDP1 inh	DT40 TDP1 CPT
O=C(CSc1nnc(SCc2cccc3ccccc23)s1)N/N=C/c1c[nH]c2ccccc12	16µM*	3%	?
CCOC(=O)[C@H]1[C@H]2COc3ccc(Cl)cc3[C@@H]2N2C(=O)c3cc(F)c(F)cc3NC(=O)[C@@]12C	23µM*	-1%	?
COc1ccc(C2NC(=O)NC(C)=C2[N+](=O)[O-])cc1OC (centres undefined)	0%	6%	-2%
COc1c(S(=O)(=O)NCCN2CCOCC2)ccc(Cl)c1Cl	-9%	1%	-6%
CN(C)Cc1cn(CC[C@@H]2CC[C@@H](NC(=O)Nc3ccccc3F)[C@@H](CO)O2)nn1	2%	/	-11%
CCC(C)[C@H](NC(=O)NCc1cccc(OC)c1)C(=O)O (some centres undefined)	2%	-2%	-11%

Remaining list, next part:
Structure	TDP1 cell noCPT	TDP1 inh	DT40 TDP1 CPT
C=CCOc1ccc(-c2nc3c(c(=O)[nH]c(=O)n3CCCC)n2C)cc1OC	-18%	-5%	?
O=C(CCc1nnc2ccc(N3CCCC3)nn12)Nc1ccc(F)cc1F	-30%	5%	0%
COc1cc2c(cc1NC(=O)c1ccccc1F)CCCC2	21µM*	-8%	?
COc1ccc(CCNC(=O)COc2ccc(N(C)S(=O)(=O)c3ccc(Cl)cc3)cc2)cc1	?	3%	23µM*
CCOc1ccc(-c2noc(-c3csc([C@@H]4C[C@H](O)[C@@H](CO)O4)n3)n2)cc1	23µM*	/	?
CC(=O)CCc1ccc(OCCCCN2CCC(Cc3ccccc3)CC2)cc1	-24%	0%	2%
C=CCOC(=O)C1=C(C)NC(SCC(=O)Nc2nccs2)=C(C#N)C1c1ccc(Cl)cc1 (centres undefined)	32µM*	5%	22µM*
Cc1ccc(S(=O)(=O)N2CCN(C(=O)N3CCOCC3)C2c2ccc(N(C)C)cc2)cc1 (centres undefined)	3%	0%	-3%
CC(C)(O)CN(C(=O)c1ccccc1)C1CCCCC1	-1%	/	-3%
CCOC(=O)C(NC(=O)c1ccc(F)cc1)(Nc1nnc(C)s1)C(F)(F)F (centres undefined)	2%	-2%	-18%
CCN(CC(=O)Nc1ccccc1C(F)(F)F)C(=O)CN1C(=O)NC2(CCCCC2)C1=O	1%	/	0%
CSc1nnc(CCNC(=O)c2ccc(-c3cccc(F)c3)cc2)n1-c1ccc(F)cc1	-14%	/	9%[9.04 µM]
O=C(NCC1COc2ccccc2O1)C1C2C=CC3(CN(Cc4ccccc4Cl)C(=O)C13)O2 (centres undefined)	-30%	3%	-8%
COc1cccc(-c2noc(-c3ccc(Cl)nc3)n2)c1	-18%	-2%	?
Cc1[nH]n(-c2ccc(Cl)cc2)c(=O)c1C(=O)c1ccccc1	?	6%	?
O=C(O)C(O)c1ccco1 (centres undefined)	-10%	3%	-7%
C=CCNC(=O)C1COc2ccccc2O1 (centres undefined)	-2%	5%	-6%
O=c1oc2ccc(Cl)cc2cc1-c1ccccc1	-12%	1%	2%
Cc1ccc(S(=O)(=O)N2CCN(C(=O)c3n[nH]c(=O)c4ccccc34)CC2)cc1	20%	5%	?
CCOc1ccc(Nc2nc(Cc3nnc(SCC(=O)c4ccc(C)c(C)c4)o3)cs2)cc1	16µM*	8%	29µM*

Additional compounds:
Structure	TDP1 cell noCPT	TDP1 inh	DT40 TDP1 CPT
O=C(CCN1C(=O)c2cccc3cccc(c23)C1=O)N1CCOCC1	-15%	5%	7%
O=S(=O)(c1ccc(Cl)c(Cl)c1)N1CCc2nc3ccccc3n2CC1	?	3%	-23%
O=C(Nc1nnc(S(=O)(=O)N2CCc3ccccc32)s1)c1ccccc1Cl	?	6%	?
COc1ccccc1N1CCN(/N=C/c2cc(OC)c(OC)c(OC)c2)CC1	?	-3%	-13%
Cc1ccc(S(=O)(=O)NCc2ccco2)cc1C	-29%	3%	?
CCOC(=O)c1ccc(NC2=CC(=O)C(=O)c3ccccc32)cc1	23µM*	6%	23µM*
NC(=O)N\N=C/C=C/C=C/c1ccc(F)cc1	-4%	0%	23%
c1cncc(CNc2ncncc2-c2cccnc2)c1	9%	/	13%
CCC(=O)N1CCN(c2ccccc2NC(=O)c2ccc([N+](=O)[O-])o2)CC1	18µM*	7%	18µM*
CCOC(=O)/C=c1\s/c(=C\c2ccc3cc(OC)ccc3c2)c(=O)n1CC(=O)NCc1ccc2c(c1)OCO2	9.2µM*	-8%	6.5µM*

From PubChem BioAssay
